# High-throughput results deposited in PubChem by Small Molecule Screening Facility, UW Madison.
# PriA SSB inh: inhibitors of Klebsiella pneumoniae PriA binding to SSB C-terminal tail, primary screen, biochemical, AlphaScreen; PriA–SSB C-terminal tail interaction (Klebsiella pneumoniae); AlphaScreen SSBct-PriA binding, biotinylated peptide; inhibition, % at 33 µM; actives 0.6% (n = 430,000); AID 1272365, 2023; in the data active means inhibition mostly above about 37%, no sharp cut-off; inactive means mostly below about 20%;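 further: plate controls were negative control peptide for no effect and reference peptide for full effect; strong numbers were not always called active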
# * = called active by the depositor; & = joins results of further samples. Some of the compounds tested (hit frequency here may not be typical).
compound	PriA SSB inh
CC1CCc2nc(NC(=O)c3ccc(S(=O)(=O)N(C)CC4CCCO4)cc3)sc2C1 (stereo not drawn)	-16&10
Cc1cc(CNS(=O)(=O)c2cc3c4c(c2)CCN4C(=O)CC3)c(C)o1	1
CCCc1cc(=O)[nH]c2nnc(SCC(=O)c3ccc(OC)cc3)n12	-9
O=C(NCCc1c[nH]c2ccccc12)C(=O)NCc1ccc(F)cc1	-7
O=C(c1cccnc1)N1CCC(CNS(=O)(=O)c2cccc(C(F)(F)F)c2)CC1	-5
O=C(NCCCN1CCOC(c2ccccc2)C1)C(=O)NCc1cccs1 (stereo not drawn)	-5
CC(=NNC(=O)c1ccc2c(c1)OCO2)c1ccc(C(=O)O)s1	-13
Cc1ccc(-c2nc(COC(=O)c3nnn(-c4ccc(F)cc4C)c3C)c(C)o2)cc1	3
CCn1nc(C(=O)Nc2cc(C)nn2-c2nc3ccccc3s2)cc1C	-23
COC(=O)c1c(NC(=O)c2ccc3c(c2)OCCO3)sc2c1CCCC2	7
COc1ccc(-n2c(O)c(C=NNc3nc(C)cc(C)n3)c3ccccc3c2=O)cc1OC	0
CCOC(=O)Cn1c(=NC(=O)c2ccn(C)n2)sc2cc3c(cc21)OCO3	-4
O=C(Nc1ccc(SCc2ccccc2F)nn1)c1cccs1	-8
Cc1ccc(C(=O)CSc2nccn(-c3ccc(C)cc3)c2=O)cc1	-5
COc1cccc(OCC(=O)Nc2nnc(Cc3ccc(SC)cc3)o2)c1	7
CC(C)(C)c1nnc(N/N=C\c2ccccc2O)n(N)c1=O	6
COc1ncc(NC(=O)c2ccncc2)c(OC)n1	-8
COc1cc(OC)c(NC(=O)Cn2c(=O)n(Cc3ccccc3)c(=O)c3nccnc32)cc1Cl	-2
O=S1(=O)C=CC(Nc2ccc(Oc3ccccc3)cc2)C1 (stereo not drawn)	10
CCc1nnc2ccc(N3CCN(C(=O)Nc4ccc(Cl)c(Cl)c4)CC3)nn12	-12&-7
O=C(Nc1ccn2nccc2c1)c1cccc(C(F)(F)F)c1	-16
O=c1nc(SCc2c(F)cccc2Cl)c2c(n1Cc1ccncc1)CCC2	1
Cc1ccc(-c2csc(-c3nnn(-c4ccccc4)c3C)n2)c(C)c1	-1
O=C1OC2(CCN(C(=O)c3ccno3)CC2)c2ccccc21	-3
O=C(Cc1cn(Cc2ccc(F)cc2)c2ccccc12)NCc1c(F)cccc1F	-12
COc1ccc(C=NN2CCOCC2)cc1OCc1ccccc1	4
c1coc(-c2nnc3sc(-c4csc5c4CCCC5)nn23)c1	-12
COc1ccc(C(=O)Nc2nc3c(OC)cccc3s2)cc1	-13
CCn1cc(C(=O)N2CCC(c3nn(C)c(=O)n3C3CC3)CC2)c(=O)c2ccc(C)nc21	-7
O=C(Cn1cnc2ccccc21)N1CCC(c2nnc(-c3ccco3)o2)CC1	-8

# Overlap with the part before: 2 entries, then new ones.
compound	PriA SSB inh
CCn1cc(C(=O)N2CCC(c3nn(C)c(=O)n3C3CC3)CC2)c(=O)c2ccc(C)nc21	-7
O=C(Cn1cnc2ccccc21)N1CCC(c2nnc(-c3ccco3)o2)CC1	-8
Cc1cc(-n2c(=O)c3sccc3n(Cc3c(C)noc3C)c2=O)ccc1F	7
Cn1cccc(C(=O)Nc2ccc(CN3CCN(c4ccccn4)CC3)cc2)c1=O	17
CCCN1CCC2(CC1)NC(=O)N(CC(=O)Nc1ccc(C(=O)OC)cc1)C2=O	10
O=C(CSc1ccc(F)cc1)NCCn1ccc(-c2ccsc2)n1	12
COc1cc(C2N(Cc3ccccc3)CCN2Cc2ccccc2)cc(OC)c1OC	-26
O=C(NN=C/C=C\c1ccccc1[N+](=O)[O-])c1ccncc1	-7
O=C(CSc1nnc(CCc2nc3ccccc3[nH]2)o1)NCCn1nc(-c2ccco2)ccc1=O	-16
Cc1ccc(NC(=O)CSc2ncc(-c3ccc(F)cc3)o2)c(Cl)c1	-28
NC(Cn1cncn1)=NNC(=O)C(=O)Nc1cccc(C(F)(F)F)c1	13
Cc1ccc(C)c(CSc2ccc(NC(=O)C3CC3)nn2)c1	-17&-1
CCOC(=O)C1CCN(c2nc(OCC(=O)Nc3ccc(OCC)cc3)cc(C(C)C)n2)CC1	1
O=C(CSc1ncnc2c1nnn2Cc1ccc(F)cc1)OCc1ccccc1	-3
O=C(NCc1cncc(-c2ccsc2)c1)c1ccc(C(F)(F)F)nc1	-3
NC(=NOC(=O)Cc1ccccc1)c1ccncc1	-23
O=C(Nc1nc(-c2ccc(Cl)cc2Cl)cs1)c1ccc(Cl)s1	-13
COc1cc(C=NN=C2NC(=O)C(CC(=O)O)S2)ccc1OCc1cccc(Cl)c1 (stereo not drawn)	-3
O=C(c1ccsc1)c1ccc(CNS(=O)(=O)c2ccccc2Br)s1	-3
Cc1ccc(-c2csc(-n3ncc(C#N)c3N)n2)cc1	3
COc1cccc(-c2noc(CN3C(=O)COc4ccccc43)n2)c1OC	-6
O=C(CSc1cn(CC(=O)N2CCCCC2)c2ccccc12)NCc1ccco1	-1
CCNc1cc(NCCNC(=O)c2cccs2)nc(C)n1	-5
Cc1cc(N2CCCC2)nc(CNC(=O)CCCc2ccccc2)n1	-20
O=C(NCC1COC2(CCCC2)O1)C1CCCCC1 (stereo not drawn)	4
O=C(Nc1nc2c(Cl)ccc(Cl)c2s1)c1c(F)cccc1F	-4
O=C(Nc1nc(-c2ccccn2)cs1)c1ccc(C2SCCCS2)cc1	63
CCOc1cc(C2CC(=O)N3CN(Cc4ccco4)CSC3=C2C#N)cc(Br)c1O (stereo not drawn)	-2
COc1ncc(C(=O)O)c(C)c1Br	-8
O=C(CSc1nc2sc3c(c2c(=O)n1-c1ccccc1)CCCC3)Nc1cccc(-c2nc3ccccc3s2)c1	5
CC(C)NC(=O)c1ccc(Cn2c(SCC#N)nc3cc4c(cc3c2=O)OCO4)cc1	3
NC(=NOC(=O)Cc1ccc(Cl)cc1)c1ccccn1	-3

# An excerpt from above in order of molecular weight, ascending.
compound	PriA SSB inh
COc1ncc(C(=O)O)c(C)c1Br	-8
NC(=NOC(=O)Cc1ccccc1)c1ccncc1	-23
O=C(NCC1COC2(CCCC2)O1)C1CCCCC1 (stereo not drawn)	4
Cc1cc(-n2c(=O)c3sccc3n(Cc3c(C)noc3C)c2=O)ccc1F	7
O=C(Nc1nc(-c2ccc(Cl)cc2Cl)cs1)c1ccc(Cl)s1	-13
O=C(CSc1cn(CC(=O)N2CCCCC2)c2ccccc12)NCc1ccco1	-1
CCOC(=O)C1CCN(c2nc(OCC(=O)Nc3ccc(OCC)cc3)cc(C(C)C)n2)CC1	1

# Following part
compound	PriA SSB inh
CC(=NO)C1(C)N(O)C(C)(C)C(c2ccco2)=[N+]1[O-] (stereo not drawn)	0
O=C1CCSC[C@@H](C(=O)N2CCN(c3ccc(F)cc3)CC2)N1	-1
O=C(Cn1cnc2ccccc21)N1CCN(c2nc3c(C(F)(F)F)cccc3s2)CC1	21
COc1ccc(C)cc1S(=O)(=O)NCCn1nc(-c2ccncc2)ccc1=O	1
O=C(CCc1csc(NC(=O)Nc2ccccc2)n1)Nc1ccc(F)cc1	-16
NC(=O)c1oc2ccccc2c1NC(=O)CCCSc1ccc(F)cc1	2
COc1ccccc1-n1ccnc(SCC(=O)Nc2ccccc2Cl)c1=O	3
Cc1cn2nc(C(=O)NCc3ccc(N4CCCC4=O)cc3)cc2c(=O)[nH]1	-6
CC(C)C(=O)Nc1ccc(S(=O)(=O)NCCC(O)c2cccc3ccccc23)cc1 (stereo not drawn)	-18
COc1ccc(/C=c2\sc3nc(-c4ccncc4)nn3c2=O)cc1OC	-16
COc1cccc(NC(=O)NCc2nn(C)c3c2COCC3)c1OC	-12
Cc1cccc(NC(=O)Nc2nc(CC(=O)N3CCc4ccccc4C3)cs2)c1	2
Cc1ccc(CSc2cccc3cccnc23)cc1	31
COC(=O)N1CCC(CNC(=O)Cc2cccc(OC)c2)CC1	-12
COC(=O)C1=C(C)N=c2sc(=Cc3cccs3)c(=O)n2C1c1cccs1 (stereo not drawn)	14
CCSc1ccc(C(=O)Nc2cc([N+](=O)[O-])ccc2OC)cc1	-5
COC(=O)c1ccc(N=Nc2c(-c3ccccc3)[nH]n(-c3nc(-c4ccc(OC)cc4)cs3)c2=O)cc1	-56
O=S(=O)(c1cccc(C(F)(F)F)c1)N1CCN(c2ccc(Cl)c(Cl)c2)CC1	-5&8
O=C(NCCCn1ccnc1-c1ccccc1)Nc1ccccc1Cl	-3
COCCN(Cc1ccsc1)C(=O)CCc1ccccc1F	-16
O=C(Cn1nnc2ccccc21)N1CCc2cnc(N3CCOCC3)nc2C1	2
COc1ccc(CC(=O)N2CCC(CSCc3ccco3)CC2)cc1OC	-7
CSc1ccc(NC(=O)c2ccc(S(=O)(=O)N3CCOCC3)cc2)nn1	-7
COc1cc([N+](=O)[O-])ccc1-c1ccc(C=Nn2cnnc2)o1	-9
COc1ccccc1NC(=O)N1CCC[C@H](Cc2nc(-c3cnccn3)no2)C1	-6
O=C(NN=Cc1ccc(Br)cc1)c1ccccc1-n1cccc1	-8
CCN1C(=O)/C(=C2/Sc3ccccc3N2CC)SC1=Nc1ncn[nH]1	27
Cc1ccc(/C=C2\SC(=S)N(CCCCCC(=O)Nc3nc4ccccc4s3)C2=O)cc1	-1
Cc1cc(C)c(C#N)c(SCCC(=O)NCCc2ccccc2)n1	0
Cn1c(SCC(=O)NCc2ccccc2)nc2cc(-c3ccccc3)sc2c1=O	-18
COc1ccc(-n2nnnc2CNC(=O)Nc2cccs2)cc1	-1
CC(C)(C)OC(=O)COc1ccc(C=NNC(=O)CN2CCCCC2)cc1	1
CC12CCC(C(=O)Nc3ccc(Cl)cn3)(OC1=O)C2(C)C (stereo not drawn)	-5
CC(C)c1cccc2sc(NCc3ccccn3)nc12	-1
COc1cc(C=NNS(=O)(=O)c2ccc(C)c([N+](=O)[O-])c2)ccc1O	-5
O=C(NCC#CCN1CCc2ccccc2C1)NCc1ccc(Cl)cc1	-4
CCCCNC(=O)C(C#N)=c1sc(=Cc2ccccc2OC(F)F)c(=O)n1CCCOC	-2
Cc1ccc(NC(=O)C(=O)NCC2CCN(Cc3ccco3)CC2)cc1Cl	-12
CCOC(=O)c1ccccc1NC(=O)CSc1ncnc2c1nnn2Cc1ccccc1F	-11
N#Cc1ccccc1NC(=O)C(=O)NCC[C@H](O)c1ccsc1	-9
O=C(CCc1ccccc1)NNC(=O)c1ccc(=O)n(Cc2ccccc2)c1	-4
NC(=NOC(=O)N1CCOCC1)c1ccc(Cl)cc1	-15
COc1ccc(C=NNC(=O)c2cccc(NC(=O)c3ccc(F)cc3)c2)c(C(=O)O)c1OC	-2
O=C(COC(=O)c1cccc([N+](=O)[O-])c1)c1ccc(NC(=O)c2ccccc2)cc1	-1
O=C(NCCCn1ncccc1=O)c1cnn2c1OCCC2	-13
Cn1c2c(c(=O)[nH]c1=O)C(c1cccnc1)C1C(=O)CC(C)(C)CC1=N2 (stereo not drawn)	-14
CCOc1ccc(Nc2c(C#N)cnc3ccc(OCC)cc23)cc1	-1
COc1cccc(NC(=O)CSc2ncnc3sc(C)c(-c4ccc(Cl)cc4)c23)c1	1
O=C1Cc2cc(NS(=O)(=O)/C=C/c3ccccc3)ccc2N1	5
O=C(NCC(=O)N1CC(n2cc(-c3ccccc3)nn2)C1)OCc1ccccc1	-3
Cn1c(SCc2ccccn2)nnc1-c1cccn(C)c1=O	-23
CC1(C)CC2CC(C)(CN2S(=O)(=O)c2ccc(C(=O)Nc3cccc(-c4nc5ccccc5[nH]4)c3)cc2)C1 (stereo not drawn)	-23
Cn1nc(-c2ccc(F)cc2)cc1C(=O)N(Cc1ccsc1)Cc1ccco1	-9
COc1ccc(-c2csc(CN3CCN(C(=O)NC(C)C)CC3)n2)cc1	-5
NC(=O)c1cc(C2CCCCN2C(=O)c2cnn(-c3ccccc3)n2)[nH]n1 (stereo not drawn)	-17
COc1ccc(-c2noc(CSc3nc4ccsc4c(=O)n3CC(C)C)n2)cc1OC	1
CC(C)c1ccc(OCC(=O)Nc2cnn(C3CCOCC3)c2)cc1	-19
Cc1cc(O[C@H]2CCN(C(=O)CCc3ccc(Cl)c(C(F)(F)F)c3)C2)cc(=O)n1C	-13
CCc1ccc(OCC(=O)Nc2nc3ccc(S(=O)(=O)N(C)C)cc3s2)cc1	18
Cc1ccc2cccc(C(=O)N3CC(Oc4cc(C)oc(=O)c4)C3)c2n1	-16

# (more compounds)
compound	PriA SSB inh
COC(=O)N[C@@H](Nc1ccc(C)cc1C)C(=O)c1ccccc1	-8
COc1ccc(CC(N)=NOC(=O)c2ccc(Cl)cc2)cc1	-7
S=c1[nH]nc(-c2ccco2)n1N=Cc1ccc(Cl)cc1Cl	-6
Cc1noc(C2CC(=O)N(Cc3ccco3)C2)n1 (stereo not drawn)	-15
Cc1cc2ncc(NC(=O)c3cc(-c4ccc(F)cc4)nn3C)cn2n1	-7
CN(CC(=O)O)c1nc2c(C(F)(F)F)cccc2s1	-9
COc1ccc(CCNC(=O)c2cccc(NS(=O)(=O)c3cccc(F)c3)c2)cc1OC	-8

# Structures from the list above that have a tert-butyl group, in the order listed:
compound	PriA SSB inh
CC(C)(C)c1nnc(N/N=C\c2ccccc2O)n(N)c1=O	6
CC(C)(C)OC(=O)COc1ccc(C=NNC(=O)CN2CCCCC2)cc1	1
